Screening results as filed in PubChem BioAssay.
A3A deaminase: human APOBEC3A DNA deaminase inhibition; recombinant A3A, FAM/TAMRA ssDNA deamination fluorescence; 0.41% of 330,000 active; inhibition, % at 20 µM; AID 493011; P31941;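 active = at least 40% inhibition at 20 µM here, with at most 30% in a related deaminase screen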;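 also: plate controls were A3A with DMSO for no effect and wells lacking A3A enzyme for full effect; some results filed as inactive read as strong as hits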
Target sequence (P31941 whole entry, looked up): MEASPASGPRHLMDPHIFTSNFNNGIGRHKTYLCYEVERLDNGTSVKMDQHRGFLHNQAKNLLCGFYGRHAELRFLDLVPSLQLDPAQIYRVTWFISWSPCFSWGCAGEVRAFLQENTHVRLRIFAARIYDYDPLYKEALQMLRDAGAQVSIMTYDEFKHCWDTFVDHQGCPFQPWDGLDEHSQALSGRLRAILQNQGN
MIN6 prolif: MIN6 beta-cell proliferation induction | MIN6 cells proliferation, ATPlite luminescence, 48 h; cells starved in 0.2% serum; 100% = growth in 10% serum | 0.29% of 330,000 active | proliferation, % at 10 µM;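 active = compounds whose signal lies at least 3.5 SD above the mean of all wells on their plate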;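 also: 0% = DMSO-treated cells in low-serum medium and 100% = 10% serum control; some compounds called inactive have numbers as strong as hits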
hIAP act: increases human intestinal alkaline phosphatase activity; purified human IAP, CDP-Star luminescence, 30 min; active compounds read high; 1 = vehicle-only enzyme, 0 = enzyme-free background; activation factor at 10 µM; 0.16% of 330,000 active; AID 2524;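 active = activation factor of the enzyme at least 2-fold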; also: the source names both 10 and 20 µM as test concentration; values of inactives mirror those of a sister screen read the other way
Target sequence (P09923 whole entry, looked up): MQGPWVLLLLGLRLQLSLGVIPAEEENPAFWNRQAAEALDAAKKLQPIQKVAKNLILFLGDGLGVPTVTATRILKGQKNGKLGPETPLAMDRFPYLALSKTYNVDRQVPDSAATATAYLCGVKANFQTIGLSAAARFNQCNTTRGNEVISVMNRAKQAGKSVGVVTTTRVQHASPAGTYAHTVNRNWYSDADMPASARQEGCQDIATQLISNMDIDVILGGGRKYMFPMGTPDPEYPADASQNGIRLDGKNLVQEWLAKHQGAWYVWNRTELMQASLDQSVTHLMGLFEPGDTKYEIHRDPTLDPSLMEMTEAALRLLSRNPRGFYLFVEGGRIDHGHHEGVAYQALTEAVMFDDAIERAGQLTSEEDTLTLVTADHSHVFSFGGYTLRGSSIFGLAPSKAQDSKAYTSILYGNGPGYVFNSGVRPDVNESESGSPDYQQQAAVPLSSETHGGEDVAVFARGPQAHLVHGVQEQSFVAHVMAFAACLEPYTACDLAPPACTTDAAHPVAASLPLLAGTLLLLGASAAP
NR3A LBD binder: modulates the human NR3A ligand-binding domain; NR3A LBD differential scanning fluorimetry, Tm shift; 0% = protein alone, 100% = glycine-bound protein; Tm shift relative to glycine control, % at 25 µM; 2.5% of 340,000 active;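 active = melting temperature shift of at least 10% of the positive control shift, at one fixed dose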
APOBEC3G inh: blocks human APOBEC3G single-stranded DNA deamination | Q9HC16 | recombinant A3G, ssDNA deamination FAM/TAMRA fluorescence | inhibition, % at 20 µM | 0.28% of 330,000 active;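 active = inhibition of at least 40% at 20 µM, with no more than 30% in the related APOBEC3A deaminase screen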;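 also: plate controls were DMSO wells with A3G for no effect and wells lacking A3G enzyme for full effect; some compounds called inactive have numbers as strong as hits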
mIAP block: mouse IAP inhibition; purified mouse IAP, CDP-Star luminescence, 30 min; inhibition, % at 10 µM; 0.2% of 330,000 active; AID 2806;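 active = inhibition of at least 40% at 10 µM in the primary screen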;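 also: plate controls were DMSO with enzyme for no effect and no enzyme wells for full effect; values of inactives mirror those of a sister screen read the other way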
MPTP block: permeability transition pore inhibition | isolated mouse mitochondria, Ca2+ swelling absorbance, 30 min | 1.4% of 360,000 active | inhibition, % at 10 µM;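 active = inhibition of 50% or more, scaled per plate between neutral and stimulator controls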;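 also: 0% = DMSO wells given calcium and 100% = 1 mM EGTA wells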
hIAP inh: human IAP inhibition; purified IAP, CDP-Star luminescence, 30 min; AID 2544; inhibition, % at 10 µM; 0.12% of 330,000 active;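 active = inhibition reaching a set limit with compound at 10 µM in the primary screen, cut at about 35% in these data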;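 also: plate controls were DMSO wells with enzyme for no effect and no-enzyme buffer wells for full effect; values of inactives mirror those of a sister screen read the other way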
mIAP activ: increases mouse intestinal alkaline phosphatase activity; muIAP, CDP-Star luminescence, 30 min; active compounds read high; 1 = vehicle-only enzyme signal, 0 = enzyme-free wells; activation factor at 10 µM; 0.24% of 330,000 active;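 active = activation factor of at least 2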; also: the source names both 10 and 20 µM as test concentration; values of inactives mirror those of a sister screen read the other way
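System: mouse IAP enzyme. Reagent: CDP-Star chemiluminescent phosphatase substrate. Benchmarks: DMSO wells, no-enzyme wells. Times: 30 min enzyme-substrate-compound incubation at room temperature. Detection: luminescence from enzymatic CDP-Star hydrolysis. Doses: test compounds delivered from DMSO solution.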
An asterisk follows results filed as active; . = no result given.

Start of the listing, in advance (5 entries):
SMILES	A3A deaminase	MIN6 prolif	hIAP act	NR3A LBD binder	APOBEC3G inh	mIAP block	MPTP block	hIAP inh	mIAP activ
COCCN1CCC(CNCc2cn[nH]c2-c2ccc(C)c(C)c2)C1 (stereo unspecified)	0	-1	1.2	-1	-6	6	-1.2	-23	0.94
COc1cc(C(=O)N2CCN(c3ccc(C)cc3C)CC2)cc(OC)c1OC	3	-3	0.96	0	-3	2	-0.3	4	0.98
CC12CCC(c3nnc(SCC(=O)Nc4cccc5ccccc45)nc31)C2(C)C (stereo unspecified)	-4	-1	0.88	3	-7	8	2.0	12	0.92
CC(Nc1nc(N2CCNCC2)nc2ccccc12)c1ccccc1 (stereo unspecified)	5	-6	0.93	-2	1	-34	-2.0	7	1.3
CC(=O)c1cccc(NC(=O)C(OC(=O)c2ccccc2NS(=O)(=O)c2cccs2)c2ccccc2)c1 (stereo unspecified)	-3	-2	0.95	30*	-4	11	43	5	0.89

Main list, from the start:
SMILES	A3A deaminase	MIN6 prolif	hIAP act	NR3A LBD binder	APOBEC3G inh	mIAP block	MPTP block	hIAP inh	mIAP activ
COCCN1CCC(CNCc2cn[nH]c2-c2ccc(C)c(C)c2)C1 (stereo unspecified)	0	-1	1.2	-1	-6	6	-1.2	-23	0.94
COc1cc(C(=O)N2CCN(c3ccc(C)cc3C)CC2)cc(OC)c1OC	3	-3	0.96	0	-3	2	-0.3	4	0.98
CC12CCC(c3nnc(SCC(=O)Nc4cccc5ccccc45)nc31)C2(C)C (stereo unspecified)	-4	-1	0.88	3	-7	8	2.0	12	0.92
CC(Nc1nc(N2CCNCC2)nc2ccccc12)c1ccccc1 (stereo unspecified)	5	-6	0.93	-2	1	-34	-2.0	7	1.3
CC(=O)c1cccc(NC(=O)C(OC(=O)c2ccccc2NS(=O)(=O)c2cccs2)c2ccccc2)c1 (stereo unspecified)	-3	-2	0.95	30*	-4	11	43	5	0.89
CN(C)S(=O)(=O)N1CCCC(C(=O)c2ccc(-c3ccccc3)cc2)C1 (stereo unspecified)	-2	-1	0.86	0	-10	8	1.1	14	0.93
O=C(Nc1ccccc1Cl)c1cccc(NC(=O)C2C3CC4OC(=O)C2C4C3)c1 (stereo unspecified)	0	-2	0.94	4	0	10	3.1	6	0.91
Nc1cc(N)nc(SCc2cc(=O)oc3cc4c(cc23)CCC4)n1	3	0	0.94	-8	-2	4	2.0	6	0.96
Cc1ccn2cc(CC(=O)O)nc2c1	27	0	1.1	1	4	-1	-1.2	-9	1
Fc1ccc(CNCC2CCCO2)cc1 (stereo unspecified)	-5	-2	1.2	-1	-9	2	0.0	-21	0.97
COc1ccc(S(=O)(=O)N(C)C2(C)CCS(=O)(=O)C2)cc1OC (stereo unspecified)	3	2	0.83	3	0	1	-1.0	17	0.99
O=C(C1CCCC1)N1CCCC(Nc2ccccc2)C1 (stereo unspecified)	-3	4	0.96	1	-4	6	-0.7	4	0.94
CCC(C)[C@H](NC(=O)NCCCc1ccccc1)C(=O)OC (stereo partly specified)	0	-2	0.89	1	-2	1	-2.2	11	0.99
C=CCC(=O)NC(C)c1cnn(-c2ccccc2C)c1C (stereo unspecified)	7	-1	0.94	0	1	-3	0.3	6	1
COc1ccc(CN(C)CC(=O)Nc2cccc(S(=O)(=O)N3CCCC3)c2)cc1F	30	4	1.2	1	8	8	-2.4	-25	0.93
Cc1cc2nnc(SCC(=O)N3CCN(c4ccccc4)CC3)n2c(N)n1	-3	-1	0.92	-1	-4	0	-1.2	8	1
COc1cccc(C(C(=O)NC2CCCCC2)N(C(=O)c2csnn2)C2CC2)c1 (stereo unspecified)	2	0	1	-1	-8	10	-2.7	-2	0.9
CC(=O)c1sc2nc(SCC(=O)NCCc3ccccc3)[nH]c(=O)c2c1C	-2	4	1.3	-1	-8	8	-1.4	-26	0.92
CCOc1cc(C2C(C(=O)c3ccc(C)cc3)=C(C(=O)OC)Nc3nnnn32)ccc1O (stereo unspecified)	2	-2	1.1	-1	-4	6	2.8	-8	0.94
CN1C(=O)NC2C1N(S(C)(=O)=O)CCN2S(C)(=O)=O (stereo unspecified)	0	-3	1	7	-2	7	-0.1	-3	0.93
CCOC(=O)N1CCN(C(=O)c2ccc(OC(C)=O)cc2)CC1	-5	0	1	4	-5	4	-1.5	-2	0.96
COc1ccc(C(=O)CC(CC(=O)c2ccc(OC)cc2)C(=O)O)cc1	-2	0	0.74	1	-7	-3	0.3	26	1
COC(=O)C1=C(C)N(c2ccc(F)c(Cl)c2)C(=O)C1	1	-3	1.5	-3	-4	6	2.3	-51	0.94
CC1=NN(c2ccc(C)cc2C)C(=O)C1C(c1cccc(O)c1)C1C(=O)N(c2ccc(C)cc2C)N=C1C (stereo unspecified)	-4	1	0.85	-6	-2	-2	1.6	15	1
C[C@]12c3[nH]c4ccccc4c3CCN1C(=O)C(CC(=O)NCCC1=CCCCC1)C[C@@H]2C(=O)N1CCCCC1 (stereo partly specified)	-3	-5	0.84	-1	-5	-48	0.8	16	1.5
Cc1ccc(S(=O)(=O)N2[C@@H](c3ccc(Cl)cc3)C(C(=O)O)=CC[C@H]2c2ccc3c(c2)OCO3)cc1	5	-3	1.3	-2	-2	18	-0.1	-32	0.82
Cc1ccccc1NC(=O)c1ccc2c(c1)N(C)CCS2	-4	0	0.93	-3	0	0	1.1	7	1
CCN(CC)C(=O)c1scc2c1OCCO2	-5	-1	0.97	-1	-9	-1	0.5	3	1
CCCn1c(SCC(=O)N2c3ccccc3Sc3ccccc32)nc2c1c(=O)n(C)c(=O)n2C	-4	2	1.1	-2	-4	-1	3.7	-6	1
CCn1cc(C2=NOC(C(=O)Nc3cc(OC)c(Cl)cc3OC)C2)c(C)n1 (stereo unspecified)	0	-3	0.93	-2	-2	10	-0.5	7	0.9
Cc1oncc1C(=S)Nc1ccccc1	-1	-2	0.95	0	3	-9	-0.1	5	1.1
Cc1nc(NC(=O)C2CC2)sc1C(=O)N1CCCCC1	-2	-1	0.99	-9	-6	10	0.8	1	0.9
COc1ccc(C2CC(c3ccncc3)=NN2c2ccc(S(N)(=O)=O)cc2)cc1 (stereo unspecified)	-1	.	.	-3	0	-22	-2.2	.	1.2
COc1cc(NC(=O)c2ccccc2Cl)ccc1NC(=O)c1cccs1	-3	-3	1	0	-7	3	-0.1	-4	0.97
Cn1c(N)c(C(=O)c2ccc(Oc3ccccc3)cc2)c(=O)n(C)c1=O	2	-2	0.85	-3	-4	0	1.5	14	1
COC(=O)c1ccc(CSc2nnnn2-c2ccc(C)cc2C)o1	-4	0	1	0	-9	-2	-2.2	-1	1
Cc1cccn2c(=O)c(/C=C(\C#N)C(=O)NC3CCS(=O)(=O)C3)c(N3CCC(C(N)=O)CC3)nc12 (stereo unspecified)	-4	2	1.1	0	-2	-7	0.0	-7	1.1
COc1ccc(NS(=O)(=O)c2cccc(C(=O)N/N=C/c3ccc(O)cc3)c2)cc1	1	-1	1.1	2	-2	-2	-0.8	-8	1
Cc1ccc(OCCC(=O)Nc2ccc3c(c2)OCO3)cc1	2	1	0.86	1	-10	-11	0.3	14	1.1
CNS(=O)(=O)c1cnccc1N1CCN(C)CC1	3	0	1.1	0	-4	-2	0.1	-11	1
COc1ccc(NC(=O)c2cccc(S(=O)(=O)N3CCCCCC3)c2)cc1	-3	7	1	-8	-6	8	-0.3	-1	0.92
COc1ccc(OC)c(C(c2nnnn2C2CCCC2)N2CCc3ccccc3C2)c1 (stereo unspecified)	-3	-4	1.1	2	-7	-3	-0.1	-7	1
O=C(NCCn1cc(SCc2ccccc2F)c2ccccc21)c1c(F)cccc1F	-5	-5	0.74	-6	-4	-32	1.3	26	1.3
COc1ccc(/C=N/NC(=O)C(=O)NCc2cccnc2)cc1OC	-1	-1	0.99	-1	-2	5	4.2	1	0.95
CCCC(=O)Nc1ccc(C(=O)NN=C(C2CC2)C2CC2)cc1	1	0	0.99	-1	-2	5	-0.7	1	0.95
CC(C)CC1NC(=O)N(CCCCN2C(=O)c3ccccc3C2=O)C1=O (stereo unspecified)	14	-1	1	-2	5	-1	-2.4	-2	1
CCOc1ncccc1C(=O)OCC(=O)N1c2ccccc2CC1C (stereo unspecified)	-4	0	1	-1	-9	5	0.1	-1	0.95
CCCn1c2c(c(O)c(C(=O)Nc3ncccc3C)c1=O)CCCC2	-1	-6	0.82	3	-6	2	0.1	18	0.98
O=C(O)c1cc(-c2ccc(O)cc2)nc2ccccc12	0	-3	1	.	-6	5	.	0	0.95
CCOC(=O)c1cc2n(c1C)-c1ccccc1C2=O	1	2	0.89	1	-1	3	1.6	11	0.97
Oc1ccc(C=Nc2cccc3ncccc23)c(O)c1	2	-4	1	-5	-1	9	0.2	0	0.91
O=C(CN1CCC(O)(c2cccc(F)c2)CC1)NCCc1c[nH]c2ccccc12	0	-3	1.1	-1	-5	-67	0.7	-12	1.7
O=c1cccc(-c2ccccc2)[nH]1	-4	-3	0.96	-2	-6	4	-0.7	4	0.96
CS(=O)(=O)N(Cc1ccccc1)c1ccc(C(=O)NCC2CCCO2)cc1 (stereo unspecified)	0	1	1.1	-3	0	7	-0.4	-11	0.93
CCCC1(C(=O)OCC)NC(c2ccc(N(C)C)cc2)C2C(=O)N(c3ccc(OCC)cc3)C(=O)C21 (stereo unspecified)	-2	-1	0.89	2	0	-4	0.2	11	1
Cc1ccccc1C(=O)Nc1ccnn1C1CCN(C2CCSCC2)CC1	0	-4	1	1	-2	4	-1.0	-2	0.96
CC1=C(C(=O)OCc2ccccc2)C(c2cccc([N+](=O)[O-])c2)NC(=O)N1CCCCCC(=O)O (stereo unspecified)	2	2	1	1	-4	5	0.2	-1	0.95
O=C(c1ccco1)N1CCN=C1SCc1c(F)cccc1Cl	1	-3	0.97	1	1	1	-1.8	3	0.99
Cc1ccc(N(C(=O)CNC(=O)c2ccco2)C(C(=O)NC2CCCC2)c2cccnc2)cc1 (stereo unspecified)	-3	-2	1.1	0	-7	2	-2.7	-12	0.98
O=C(NC1CCCCCC1)c1cccc(N2CCCC2=O)c1	5	-2	1	-1	3	28	-2.9	-4	0.72
The list continues.
SMILES	A3A deaminase	MIN6 prolif	hIAP act	NR3A LBD binder	APOBEC3G inh	mIAP block	MPTP block	hIAP inh	mIAP activ
O=C(OCc1nnc(-c2ccccc2)o1)C1CCN(S(=O)(=O)c2cccs2)CC1	-9	-1	1.1	2	-8	-9	0.3	-9	1.1
CN(C)CCO[C@@H](c1ccc(Cl)cc1)c1ccccn1	0	-3	1.2	-2	17	13	-0.3	-16	0.87
Cc1cc2ccccc2c(=O)n1CC(=O)NCC(=O)N1CCCC1	3	-1	1.2	-1	-4	-8	-4.8	-22	1.1
COC(=O)C1C(c2ccccc2)C(C(=O)OCc2ccco2)C1c1ccccc1 (stereo unspecified)	-2	-4	0.71	-1	-3	7	-0.5	29	0.93
Cc1ccc2c(c1)N(CC(=O)N(Cc1ccccn1)Cc1ccco1)C(=O)C(C(C)C)O2 (stereo unspecified)	-1	3	0.99	0	-4	0	-0.5	1	1
Cc1cc(=O)[nH]c(SCn2nnc3ccccc3c2=O)n1	2	0	0.88	6	-3	-3	0.9	12	1
CC(C)C(=O)Nc1ccnc(-c2cccnc2)n1	2	-3	1.2	1	2	-4	1.2	-22	1
COc1ccc(-c2nnc(SCC(=O)N3CCCC3)o2)cc1OC	-19	-4	1.1	0	-6	8	.	-8	0.92
Cc1ccc(NC(=O)CCNS(=O)(=O)c2ccccc2F)cc1S(=O)(=O)N1CCOCC1	-2	1	1.1	1	-9	-2	-0.2	-13	1
